Bioassay records: PubChem, several laboratories
KOR beta-arrestin-1 – KOR antagonists, beta-arrestin recruitment, cell-based, luminescence, uHTS (AID 1778). hit rate 0.091% among 290,000. inhibition, % at 10 µM, or IC50 in µM where a hit was titrated. KOR beta-arrestin recruitment, luminescence, antagonist mode; higher % means a stronger effect; further: strong numbers were not always called active
KOR beta-arrestin-2 – KOR agonists, beta-arrestin recruitment, primary screen, cell-based, luminescence, uHTS (AID 1777) | hit rate 0.02% among 280,000 | KOR beta-arrestin recruitment, luminescence; higher % means a stronger effect | activation, % at 10 µM, or EC50 in µM where a hit was titrated; in the data active means activation above about 50%, passing the limit was not always enough; further: a part of the inactive calls stands beside numbers as strong as those of hits
HIV peptide binding – cell-free HIV fusion peptide-binding blockers – biochemical, uHTS, fluorescence dequenching, primary screen (AID 1986). hit rate 0.3% among 290,000. inhibition, % at 20 µM; hits with a dose series show IC50 in µM. cell-free peptide binding, fluorescence dequenching, 30 min; higher % means a stronger effect; in the data active means inhibition mostly above about 52%, no sharp cut-off; inactive means mostly below about 76%; further: some results filed as inactive read as strong as hits
Rac1 GTP hydrolysis – MgcRacGAP GTPase-activating activity inhibitors, confirmation, biochemical, ADP Hunter fluorescence. hit rate 0.6% among 340,000. AID 624330. inhibition, % at 30 µM, or IC50 in µM where a hit was titrated. MgcRacGAP-stimulated Rac1 GTP hydrolysis, ADP Hunter fluorescence; higher % means a stronger effect; GST-tagged Rac1 F28L mutant substrate;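 active means first-screen hits whose inhibition reached a set limit at any dose in the follow-up dose series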;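 further: fluorescence reports GDP produced by GAP-driven GTP hydrolysis; strong numbers were not always called active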
HEK293 NOD2/NF-kB – NOD2 signaling inhibitors, cell-based, luminescence, uHTS, HEK293 (AID 1566) | HEK293 NOD2/NF-kB luciferase reporter, luminescence; higher % means a stronger effect | inhibition, % at 4 µM, or EC50 in µM where a hit was titrated | hit rate 0.63% among 290,000; further: many of its hits are not listed in these tables
GPR55 LPI antagonism – GPR55 antagonists blocking LPI-driven arrestin recruitment, primary screen, imaging, U2OS, beta-arrestin-GFP, LPI agonist (AID 2013); U2OS GPR55 beta-arrestin-GFP translocation imaging, LPI antagonism; higher % means a stronger effect; inhibition, % at 10 µM, or IC50 in µM where a hit was titrated; hit rate 0.13% among 290,000;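 active means spots per cell inhibited over 60%, with over 100 cells counted and total cytoplasm intensity under 500,000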;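 further: U2OS cells stably carrying GPR55 and arrestin-GFP stimulated by 5 µM LPI near EC80; imaged beta-arrestin-GFP aggregate spots per cell after agonist stimulation; plate controls were LPI-stimulated DMSO wells for no effect and DMSO wells without LPI for full effect; some results filed as inactive read as strong as hits; confirmed hits need IC50 under 10 µM and bright autofluorescent wells are also inconclusive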
SV40 large T antigen – SV40 large T antigen inhibitors, biochemical (AID 1903); one-dose inhibition, % at 20 µM; IC50 in µM for titrated hits; SV40 large T antigen ATPase/helicase inhibition assay; higher % means a stronger effect; hit rate 0.39% among 310,000; in the data active means a potency from the dose series; further: strong numbers were not always called active
NOD1 NF-kB reporter – NOD1 signaling inhibitors, primary screen, cell-based, luminescence, uHTS (AID 1578); NOD1-driven NF-kB luciferase reporter cells, luminescence; higher % means a stronger effect; hit rate 1% among 290,000; one-dose inhibition, % at 4 µM; EC50 in µM for titrated hits; in the data active means inhibition mostly above about 36%, no sharp cut-off; inactive means mostly below about 34%;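 further: HEK-293T reporter cells stimulated with the NOD1 agonist gamma-tri-DAP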
GPR55 activation – selective activators of receptor GPR55 – imaging, U2OS cells, beta-arrestin-GFP redistribution, primary screen (AID 1961); one-dose activation, % at 10 µM; EC50 in µM for titrated hits; hit rate 0.048% among 290,000; U2OS GPR55 beta-arrestin-GFP redistribution imaging; higher % means a stronger effect;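 active means activation above 40% with more than 50 cells counted in the well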;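 further: U2OS osteosarcoma cells stably expressing GPR55 and beta-arrestin-GFP; plate controls were DMSO negative control for no effect and LPI positive control for full effect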
An asterisk follows results filed as active; / = not tested or not shown; [ ] = another dose, or the depositor's remark. Unless noted, no stated cut-off is given here; in the data, active means inhibition above about 50%; inactive means the rest. This is a subset; the hit share may differ from the screen's.

nr	Structure	KOR beta-arrestin-1	KOR beta-arrestin-2	HIV peptide binding	Rac1 GTP hydrolysis	HEK293 NOD2/NF-kB
1	COc1ccc(OC)c(-c2cc(C(=O)Nc3c(C)nn(Cc4ccc(Cl)cc4)c3C)no2)c1	-15%	0.6%	0.8%	-2%	-8%
2	COc1ccc(C(=O)Nc2c(C)cc(C)cc2C)cc1OC	-40%[20 µM]	-0.7%	-1.2%	-9%	2%
3	O=C(CCN1C(=O)COc2ccccc21)NCCN1CCOCC1	9%	5.9%	-0.8%	4%	-12%
4	CC1Cc2nc(SCC(=O)NCCc3ccccc3)n(C)c(=O)c2S1 (configuration not stated)	-9%	-2.8%	3.3%	-3%	10%
5	CC(C)C(=O)NC(c1ccccc1Cl)c1c(O)ccc2ccccc12 (configuration not stated)	-21%	0.1%	0.7%	0%	6%
6	FC(F)(F)c1ccc(CN2C[C@@H]3C(c4ccccc4)C4(c5cccnc5)CC3(C4)[C@H]2c2ccccc2)cc1 (some centres not stated)	-4%	1.5%	1.7%	14%	10%
7	Cc1ccccc1C(=O)Nc1ccnn1C1CCN(C(=O)C2CCOC2)CC1 (configuration not stated)	17%	1.1%	-0.4%	8%	-4%
8	COC(=O)C(C#N)C(c1cccnc1)c1c(C)[nH][nH]c1=O (configuration not stated)	-7%	5.5%	-2.0%	10%	5%

nr	GPR55 LPI antagonism	SV40 large T antigen	NOD1 NF-kB reporter	GPR55 activation
1	2%	9%	31%	-0.1%
2	-14%	-1%	-6%	-0.1%
3	7%	9%	-12%	-0.2%
4	0%	3%	-3%	-0.4%
5	18%	3%	-15%	-0.3%
6	6%	12%	-7%	-0.1%
7	17%	11%	-31%	-0.1%
8	0%	9%	-7%	-0.1%

(list continues)
nr	Structure	KOR beta-arrestin-1	KOR beta-arrestin-2	HIV peptide binding	Rac1 GTP hydrolysis	HEK293 NOD2/NF-kB
9	O=C(CCc1ccc(S(=O)(=O)N2CCOCC2)cc1)N1CCc2ccccc2C1	19%	-4.3%	-1.2%	2%	10%
10	CNc1nc(SC)nc(N(C)C#N)n1	9%	2.6%	0.5%	2%	18%
11	COC(=O)c1ccc(NC(=O)c2c(C(=O)Nc3ccccc3)sc3nc(C)cc(=O)n23)cc1	-29%	-1.4%	-1.2%	4%	0%
12	COc1cccc(N2CCN(C(=O)CC(C)(C)CC3=NS(=O)(=O)c4ccccc4N3)CC2)c1	-7%	1.2%	-1.1%	10%	22%
13	COc1ccc(NC(=O)N/C=C/c2ccco2)cc1	-20%	-3.0%	16%	9%	14%
14	Oc1ccc(Br)cc1C=Nc1cccn2cc(-c3ccccc3)nc12	-10%	0.3%	1.2%	16%	-19%
15	NC(=O)C1CCN(C(=O)c2ccc3c(=O)n(Cc4ccco4)c(SCc4ccc([N+](=O)[O-])cc4)nc3c2)CC1	53%	-0.1%	-0.2%	-1%	25%
16	CSCCC(NS(=O)(=O)/C=C/c1ccccc1)C(=O)NCCc1ccc(S(N)(=O)=O)cc1 (configuration not stated)	10%	4.4%	1.1%	-1%	3%

nr	GPR55 LPI antagonism	SV40 large T antigen	NOD1 NF-kB reporter	GPR55 activation
9	-10%	5%	-20%	0.7%
10	3%	-1%	-21%	-0.2%
11	6%	7%	-20%	-0.3%
12	3%	-3%	10%	0.2%
13	-5%	12%	9%	-0.5%
14	45%	12%	-14%	-0.6%
15	10%	18%	7%	-0.1%
16	-8%	3%	6%	-0.1%

Additional results.
nr	Structure	KOR beta-arrestin-1	KOR beta-arrestin-2	HIV peptide binding	Rac1 GTP hydrolysis	HEK293 NOD2/NF-kB
17	O=C(CSc1nnc(-c2ccc(S(=O)(=O)N3CCCC3)cc2)o1)NCC1CCCO1 (configuration not stated)	4%	-7.4%	0.3%	3%	-8%
18	O=c1c2cn[nH]c2[nH]c(=S)n1-c1cccc2ccccc12	10%	-2.7%	2.9%	7%	12%
19	CN(C)S(=O)(=O)c1ccc(NC(=O)CN2C(=O)NC3(CCCC3)C2=O)cc1	-62%	2.8%	2.5%	5%	-10%
20	N#Cc1cc(N2CCOCC2)nc2ccccc12	32%	-1.7%	0.4%	6%	21%
21	Cn1cccc1C(=O)NC(=O)COC(=O)CNC(=O)c1ccc(Cl)cc1Cl	14%	-5.0%	-0.8%	0%	16%
22	Cc1nn(Cc2c(F)cccc2Cl)c(C)c1NC(=O)C1CC1	-8%	-0.6%	0.8%	-5%	9%
23	CCN(CC)S(=O)(=O)c1ccc(S(=O)(=O)NCC2CCCO2)cc1 (configuration not stated)	9%	-1.8%	-0.9%	9%	2%
24	Cc1cccc(N(C(=O)c2snc(C(N)=O)c2N)C(C)C(=O)NCC2CCCO2)c1 (configuration not stated)	1%[20 µM]	-10%	-0.6%	3%	5%

nr	GPR55 LPI antagonism	SV40 large T antigen	NOD1 NF-kB reporter	GPR55 activation
17	-9%	6%	-32%	0.7%
18	-4%	5%	-13%	0.5%
19	5%	-1%	1%	0.2%
20	-9%	3%	11%	-0.1%
21	5%	10%	-12%	-0.4%
22	16%	8%	6%	0.1%
23	4%	10%	-17%	0.2%
24	-5%	16%	-34%	0.5%

Additional structures follow:
nr	Structure	KOR beta-arrestin-1	KOR beta-arrestin-2	HIV peptide binding	Rac1 GTP hydrolysis	HEK293 NOD2/NF-kB
25	CC(C)=CCCC1=CCC2C(=O)NNC(=O)C2C1 (configuration not stated)	-7%	-5.3%	3.2%	12%	6%
26	Cc1cccc(Cn2nc(C(C)(C)C)cc2C(=O)N2CCOCC2)c1	-31%	0.0%	2.1%	1%	-11%
27	Cc1nnc(SC(C(=O)Nc2ccc(Cl)c([N+](=O)[O-])c2)c2ccccc2)[nH]c1=O (configuration not stated)	11%	-0.9%	34%	2%	10%
28	Cc1ccc(S(=O)(=O)Nc2c(C)nn(C)c2C)cc1	1%	-4.8%	6.4%	10%	6%
29	CN1/C(=C/C(=O)c2cccs2)Sc2ccccc21	-11%	-4.3%	3.8%	16%	-140%
30	COc1ccc(S(=O)(=O)n2nc(OC(C)=O)cc2N(C(C)=O)C(C)=O)cc1	-14%	-2.7%	0.8%	6%	22%
31	CC(=O)Nc1ccc(Cc2ccc3[nH]c(=O)cc(C)c3c2)cc1	20%	1.9%	-0.3%	/	10%
32	CC(C)(C)C1CCC(C(=O)OCC(=O)Nc2ccc3[nH]c(=O)[nH]c3c2)CC1 (configuration not stated)	-40%[20 µM]	3.3%	0.0%	3%	-7%

nr	GPR55 LPI antagonism	SV40 large T antigen	NOD1 NF-kB reporter	GPR55 activation
25	9%	4%	-6%	0.1%
26	0%	7%	-4%	0.6%
27	8%	10%	-28%	1.5%
28	4%	8%	8%	0.3%
29	-3%	12%	-67%	-0.1%
30	15%	33%	-7%	0.1%
31	2%	5%	-11%	-0.1%
32	6%	16%	-9%	-0.1%

Carrying on:
nr	Structure	KOR beta-arrestin-1	KOR beta-arrestin-2	HIV peptide binding	Rac1 GTP hydrolysis	HEK293 NOD2/NF-kB
33	CC(C)n1nc(C(=O)Nc2cccc(S(=O)(=O)NCc3ccco3)c2)c2ccccc2c1=O	18%	-1.7%	0.6%	6%	12%
34	COc1cccc(NC(=O)CNC(=O)c2ccc(OC)c(OC)c2)c1	-45%[20 µM]	2.3%	-1.4%	-4%	-4%
35	COc1ccccc1-c1nc(S(=O)(=O)c2ccc(Cl)cc2)c(N(C)C)o1	6%	1.5%	0.1%	16%	-8%
36	CCc1ccc(-c2csc3[n+]2CCN3C(C)=O)cc1	-6%	-0.2%	-2.6%	32%	0%
37	Cc1ncc(C[n+]2csc(CCOC(=O)CC3C4CC5CC(C4)CC3C5)c2C)c(N)n1 (configuration not stated)	28%	-2.9%	-2.3%	6%	-4%
38	O=C(NCCN1CCOCC1)c1cc(-c2ccccc2Cl)on1	-4%	-0.6%	1.4%	9%	1%
39	Oc1ccccc1/C=N/NC(=S)NC1CC2C=CC1C2 (configuration not stated)	13%	-4.0%	-1.2%	9%	-50%
40	Cc1ccc2sc(N(CCCN(C)C)C(=O)c3nc4ccccc4s3)nc2c1C	-93%	4.5%	-1.4%	5%	-9%

nr	GPR55 LPI antagonism	SV40 large T antigen	NOD1 NF-kB reporter	GPR55 activation
33	5%	16%	-1%	0.0%
34	3%	10%	27%	0.2%
35	9%	5%	-13%	0.3%
36	3%	18%	-24%	0.0%
37	1%	12%	8%	-0.1%
38	18%	8%	-14%	0.2%
39	12%	18%	-1%	-0.2%
40	5%	16%	-33%	-0.2%

Remaining list, next part:
nr	Structure	KOR beta-arrestin-1	KOR beta-arrestin-2	HIV peptide binding	Rac1 GTP hydrolysis	HEK293 NOD2/NF-kB
41	O/N=C1/C2C3C(Br)C4C5CC(C1C53)C24 (configuration not stated)	-29%	0.4%	1.6%	3%	12%
42	Cc1cc(C)nc(NS(=O)(=O)c2ccc(NC(=S)NC(=O)c3ccco3)cc2)n1	-6%	-7.4%	-0.7%	5%	2%
43	COc1ccccc1CN1C(=S)SC(C)(C)C1NO (configuration not stated)	25%	-1.5%	-0.5%	2%	1%
44	O=C(c1ccc(CS(=O)(=O)c2ccccc2)o1)N1CCN(c2ccccc2)CC1	-16%	-0.4%	0.7%	5%	-2%
45	COc1cc(/C=N/O)cc(Cl)c1OC	11%	-2.2%	-1.1%	9%	20%
46	Cc1nc(C)c(-c2csc(Nc3cccnc3)n2)s1	-7%	2.8%	-0.1%	12%	-14%
47	COCCCNC(=S)NNC(=O)C(O)(c1ccccc1)c1ccccc1	18%	-4.7%	-4.2%	1%	-10%
48	CN(CCC#N)C(=O)CC(Cc1ccccc1)C1CCOC(C)(C)C1 (configuration not stated)	2%	1.6%	-0.7%	10%	-22%

nr	GPR55 LPI antagonism	SV40 large T antigen	NOD1 NF-kB reporter	GPR55 activation
41	4%	4%	-20%	1.6%
42	6%	5%	-28%	0.3%
43	1%	1%	-2%	-0.1%
44	5%	14%	-26%	-0.2%
45	12%	1%	-4%	0.1%
46	-4%	7%	5%	0.2%
47	1%	22%	-19%	-0.2%
48	-3%	14%	-5%	0.3%
